m5-HT2A agonist: mouse HTR2A agonism via beta-arrestin recruitment; actives 0.66% (n = 360,000); CHO-K1 mHTR2A beta-arrestin complementation, luminescence; percent of 30 µM serotonin response; activation, % at 7.6 µM;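 active = activation above a run cutoff, the mean activation of all tested compounds plus 3 SD, cut at about 14% in these data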;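 note: 0% = plate median of compound wells and 100% = 30 µM serotonin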
Cardio protect: modulators protecting cardiomyocytes from myocardial damage. H9c2 cardiomyocytes, H2O2 injury protection, ATPLite, 2 h. actives 0.63% (n = 360,000). protection from H2O2 cell death, % at 20 µM. AID 588492;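 active = compounds giving at least 50% protection of heart cells from peroxide-induced death in the single-dose screen, raw or plate-pattern-corrected value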;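 note: 0% = DMSO wells with peroxide and 100% = DMSO wells without peroxide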
NR2E3 ag-1: agonists of human NR2E3 nuclear receptor | CHO-S Gal4-NCOR/VP16-NR2E3 two-hybrid, luciferase | Q9Y5X4 | inhibition of corepressor binding, % at 3.98 µM | AID 602229 | actives 0.35% (n = 360,000);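 active = inhibition above the mean of all tested compounds plus 3 SD, cut at about 70% in these data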;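 note: 0% = DMSO with NR2E3 transfected cells and 100% = cells lacking NR2E3 construct; higher means lower luciferase signal from less NR2E3 corepressor binding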
Target sequence (Q9Y5X4 whole entry, looked up, the tested form may be a part): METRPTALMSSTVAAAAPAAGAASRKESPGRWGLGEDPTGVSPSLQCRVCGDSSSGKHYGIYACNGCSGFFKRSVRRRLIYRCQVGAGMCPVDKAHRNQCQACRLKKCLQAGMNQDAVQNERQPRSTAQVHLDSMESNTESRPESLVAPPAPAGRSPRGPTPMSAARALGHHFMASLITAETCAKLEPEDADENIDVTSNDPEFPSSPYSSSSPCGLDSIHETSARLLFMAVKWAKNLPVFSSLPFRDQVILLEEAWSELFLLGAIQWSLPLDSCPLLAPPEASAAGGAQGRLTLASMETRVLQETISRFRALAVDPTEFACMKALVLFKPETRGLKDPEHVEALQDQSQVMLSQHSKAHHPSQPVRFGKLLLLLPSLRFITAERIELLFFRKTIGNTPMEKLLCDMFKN
Peg3 promoter: inhibitors of Peg3 promoter. HeLa PEG-Prom luciferase reporter, luminescence, overnight. inhibition, % at 20 µM. actives 1.7% (n = 360,000);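 active = inhibition of at least 50% at 20 µM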
Shn3 inh set2: inhibitors of Schnurri-3 3'UTR reporter in osteoblasts. actives 0.52% (n = 360,000). Clone20 osteoblast Shn3 3'UTR firefly luciferase, 24 h. inhibition, % at 12.5 µM;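 active = mean inhibition of at least 75% with every replicate also reaching 75%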;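 note: 0% = median of neutral control wells and 100% = pilot-screen positive control compound; some compounds past the cut are filed as inactive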
CaV13 ICDI inh: Disruptors of the CACNA1D IQ motif to Ca2+-dependent inactivation inhibitor domain association, primary screening, Förster resonance energy transfer in intact living … | actives 0.098% (n = 340,000) | AID 743397 | HEK cells, CFP/YFP FRET ICDI-IQ, plate reader, 10 min; percent FRET-ratio fall versus neutral wells | inhibition, % at 12.3 µM;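 active = mean replicate inhibition of at least 30% and at least 1% of replicates passing that level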;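 note: 0% = median of the neutral control wells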
MITF TRPM1 inh: reduces MITF-dependent TRPM1 promoter luciferase signal. inhibition, % at 12.5 µM. actives 0.83% (n = 330,000). SK-MEL-5 TRPM1 promoter luciferase, 24 h. AID 488899;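 active = mean inhibition across replicates of 60% or more, whatever share of single replicates reaches that level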; note: values of inactives mirror those of a sister screen read the other way
iPSC survival up: increases survival of single human iPS cells | hiPSC single-cell survival, ATPlite luminescence; 100% = ROCK inhibitor wells, 0% = DMSO | survival enhancement, % at 20 µM | actives 0.044% (n = 360,000) | AID 602274; in the data active = survival enhancement above about 18%;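 note: cells exposed to compounds for 16 hours before the ATP read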
NR2E3 ag-2: activates human photoreceptor nuclear receptor NR2E3. GST-NR2E3/biotin-RetCOR TR-FRET, 1536-well. inhibition of corepressor binding, % at 4.78 µM. actives 0.12% (n = 320,000). AID 2300;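 active = percent inhibition above the cutoff of mean plus 3 SD of all tested compounds, set per screening campaign, cut at about 20% in these data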;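 note: 0% = DMSO wells and 100% = biotin wells as full block of FRET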
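System: GST-tagged NR2E3 plus biotinylated RetCOR corepressor; Buffer or medium: pH 7.5 Tris-based buffer; Probe or stimulus: RetCOR corepressor, biotinylated, 7 nM; Doses: compound at 4.8 µM, single dose; Schedule: 5 h incubation at 4 °C; Technique: time-resolved FRET; Evaluation: percent inhibition of TR-FRET ratio; Replication: one well per compound, singlicate testing.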
HIF-2a inh: inhibitors of HIF-2a | actives 0.72% (n = 360,000) | AID 624352 | 786-0 RCC cells HIF-2a reporter, luciferase luminescence, overnight | inhibition, % at 18.8 µM;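 active = inhibition of the luminescence signal of 40% or more relative to plate controls, in a single-dose primary screen at 18.75 µM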
PDI turbidity: blocks human protein disulfide isomerase activity; PDI insulin aggregation turbidity, A650, 90 min; actives 0.052% (n = 350,000); P07237; inhibition, % at 10 µM;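 active = mean inhibition across replicates of 30% or more, whatever share of single replicates reach that level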;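 note: absorbance from insulin aggregation driven by PDI reduction with DTT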
Target sequence (P07237 whole entry, looked up): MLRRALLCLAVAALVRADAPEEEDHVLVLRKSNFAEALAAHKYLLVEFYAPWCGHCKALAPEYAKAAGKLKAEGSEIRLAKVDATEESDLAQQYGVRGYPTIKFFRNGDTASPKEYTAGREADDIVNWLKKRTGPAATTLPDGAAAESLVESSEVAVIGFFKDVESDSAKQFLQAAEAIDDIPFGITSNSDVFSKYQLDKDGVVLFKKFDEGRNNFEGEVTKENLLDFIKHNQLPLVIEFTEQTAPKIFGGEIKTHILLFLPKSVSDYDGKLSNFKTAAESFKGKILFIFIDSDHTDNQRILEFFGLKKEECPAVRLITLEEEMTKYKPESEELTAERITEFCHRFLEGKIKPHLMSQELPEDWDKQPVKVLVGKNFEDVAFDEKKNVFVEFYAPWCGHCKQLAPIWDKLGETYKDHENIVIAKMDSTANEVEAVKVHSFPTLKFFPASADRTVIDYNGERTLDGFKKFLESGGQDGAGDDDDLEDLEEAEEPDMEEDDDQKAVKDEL
* marks the source's active call; other numbers are inactive results.

`CN(C)CCSc1nnc(-c2ccccc2)o1` gave m5-HT2A agonist -2, Cardio protect 4, NR2E3 ag-1 -34, Peg3 promoter -125, Shn3 inh set2 -52, CaV13 ICDI inh -4, MITF TRPM1 inh -42, iPSC survival up -1.5, NR2E3 ag-2 1, HIF-2a inh -130 and PDI turbidity -6.
For O=c1[nH][nH]c2c1[C@H](c1ccc(F)cc1)O[C@H](CCC(F)(F)F)C2 the results were m5-HT2A agonist 8, NR2E3 ag-1 6, CaV13 ICDI inh -6, iPSC survival up 0.0 and HIF-2a inh 9.
O=[N+]([O-])c1ccc2nc(-[n+]3c(-c4ccccc4)cc(-c4ccccc4)cc3-c3ccccc3)[nH]c2c1 was read as m5-HT2A agonist -1, Cardio protect 5, NR2E3 ag-1 1, Peg3 promoter 32, Shn3 inh set2 32, MITF TRPM1 inh 32, iPSC survival up -0.5, NR2E3 ag-2 0, HIF-2a inh 16 and PDI turbidity -2.
For Cc1cccc(N(C(=O)c2ccco2)C(C(=O)NC2CCCC2)c2ccco2)c1C (configuration not stated) the results were m5-HT2A agonist -3, Cardio protect 6, NR2E3 ag-1 6, Peg3 promoter 6, Shn3 inh set2 20, CaV13 ICDI inh -2, MITF TRPM1 inh 0, iPSC survival up 0.5, HIF-2a inh 2 and PDI turbidity -3.
Screening Cc1onc(-c2c(Cl)cccc2Cl)c1C(=O)ONC(=O)c1cc(C(F)(F)F)cc(C(F)(F)F)c1 returned m5-HT2A agonist 6, Cardio protect -1, NR2E3 ag-1 9, Peg3 promoter 6, Shn3 inh set2 11, CaV13 ICDI inh -20, MITF TRPM1 inh 4, iPSC survival up -0.8, NR2E3 ag-2 0, HIF-2a inh 18 and PDI turbidity -1.
`CCNc1ccc(Br)cc(C(=O)/C=C/c2c(Cl)cccc2Cl)c1=O` gave m5-HT2A agonist -4, Cardio protect 2, NR2E3 ag-1 -27, Peg3 promoter 104*, Shn3 inh set2 57, MITF TRPM1 inh 83*, iPSC survival up -0.5, NR2E3 ag-2 -2, HIF-2a inh 68* and PDI turbidity 1.
Screening O=C(O)C1CCCCC1C(=O)NCCCN1CCOCC1 (configuration not stated) returned m5-HT2A agonist 2, Cardio protect 6, NR2E3 ag-1 -7, Peg3 promoter 4, Shn3 inh set2 -5, MITF TRPM1 inh 14, iPSC survival up 0.6, NR2E3 ag-2 -7, HIF-2a inh 13 and PDI turbidity 0.
Screening COC(=O)CNc1nc(-c2ccccc2F)nc2ccccc12 returned m5-HT2A agonist -4, Cardio protect 2, NR2E3 ag-1 -15, Peg3 promoter 22, Shn3 inh set2 -3, MITF TRPM1 inh 2, iPSC survival up -1.6, NR2E3 ag-2 4, HIF-2a inh 14 and PDI turbidity 26.
For O=S(=O)(c1ccc2c(c1)OCCO2)N1CCN(Cc2ccc3c(c2)OCO3)CC1 the results were m5-HT2A agonist -5, Cardio protect -5, NR2E3 ag-1 -6, Peg3 promoter 3, Shn3 inh set2 2, CaV13 ICDI inh -6, MITF TRPM1 inh -2, iPSC survival up 1.4, NR2E3 ag-2 4, HIF-2a inh 14 and PDI turbidity 2.
For CCOCCCNC(=O)C(c1ccc(OC)cc1)N(Cc1cccs1)C(=O)c1ccccn1 (configuration not stated) the results were m5-HT2A agonist 4, Cardio protect 24, NR2E3 ag-1 5, Peg3 promoter 22, Shn3 inh set2 13, CaV13 ICDI inh -6, MITF TRPM1 inh 10, iPSC survival up 0.0, NR2E3 ag-2 1, HIF-2a inh 9 and PDI turbidity 1.
For CCCCCCCCc1nc(=S)[nH][nH]1 the results were m5-HT2A agonist 3, Cardio protect -5, NR2E3 ag-1 20, Peg3 promoter -14, Shn3 inh set2 6, CaV13 ICDI inh -6, MITF TRPM1 inh 3, iPSC survival up 1.1, NR2E3 ag-2 3, HIF-2a inh 23 and PDI turbidity 13.
Cn1c(NC(=O)c2ccco2)c(-c2ccccc2)c(=O)c2ccccc21 was read as m5-HT2A agonist -5, Cardio protect -1, NR2E3 ag-1 -11, Peg3 promoter 2, Shn3 inh set2 17, CaV13 ICDI inh -7, MITF TRPM1 inh -6, iPSC survival up -0.9, NR2E3 ag-2 -1, HIF-2a inh 13 and PDI turbidity 2.

As a working copy, some entries already given:
For CCCCCCCCc1nc(=S)[nH][nH]1 the results were m5-HT2A agonist 3, Cardio protect -5, NR2E3 ag-1 20, Peg3 promoter -14, Shn3 inh set2 6, CaV13 ICDI inh -6, MITF TRPM1 inh 3, iPSC survival up 1.1, NR2E3 ag-2 3, HIF-2a inh 23 and PDI turbidity 13.
Cn1c(NC(=O)c2ccco2)c(-c2ccccc2)c(=O)c2ccccc21 was read as m5-HT2A agonist -5, Cardio protect -1, NR2E3 ag-1 -11, Peg3 promoter 2, Shn3 inh set2 17, CaV13 ICDI inh -7, MITF TRPM1 inh -6, iPSC survival up -0.9, NR2E3 ag-2 -1, HIF-2a inh 13 and PDI turbidity 2.

(listing goes on)
O=C(O)c1ccc2cccc(O)c2n1 was read as m5-HT2A agonist -5, Cardio protect -2, NR2E3 ag-1 -25, Peg3 promoter 4, Shn3 inh set2 18, CaV13 ICDI inh -5, MITF TRPM1 inh -16, iPSC survival up -0.3, NR2E3 ag-2 -1, HIF-2a inh 27 and PDI turbidity -9.
For CCO/N=C(\C)c1c(O)c(CC)c(-c2ccccc2)n(-c2ccccc2)c1=O the results were m5-HT2A agonist -1, Cardio protect 9, NR2E3 ag-1 20, Peg3 promoter 9, Shn3 inh set2 14, CaV13 ICDI inh -5, MITF TRPM1 inh -8, iPSC survival up 8.2, NR2E3 ag-2 1, HIF-2a inh 12 and PDI turbidity -5.
Screening CCN(CC)S(=O)(=O)c1ccc(N2CCCC2)c(NC(=O)C2CSC3(C)CCC(=O)N23)c1 (configuration not stated) returned m5-HT2A agonist 3, Cardio protect -4, NR2E3 ag-1 -37, Peg3 promoter -7, Shn3 inh set2 4, CaV13 ICDI inh -2, MITF TRPM1 inh 11, iPSC survival up -0.3, NR2E3 ag-2 -2, HIF-2a inh 16 and PDI turbidity -3.
Screening CCOC(=O)c1c(-c2ccccc2)csc1NC(=O)c1nn(CC)cc1Br returned m5-HT2A agonist 2, Cardio protect 9, NR2E3 ag-1 -20, Peg3 promoter 15, Shn3 inh set2 23, CaV13 ICDI inh -10, MITF TRPM1 inh -18, iPSC survival up -1.9, NR2E3 ag-2 2, HIF-2a inh -60 and PDI turbidity -3.
COC(=O)c1ccc(NC(=S)NC(=O)c2c(Cl)cnn2C)cc1 was read as m5-HT2A agonist 4, Cardio protect -3, NR2E3 ag-1 -29, Peg3 promoter -48, Shn3 inh set2 -6, CaV13 ICDI inh 12, MITF TRPM1 inh 14, iPSC survival up -0.2, NR2E3 ag-2 6, HIF-2a inh -24 and PDI turbidity 0.
`COc1cc(/C=C/C(=O)OCC(=O)NCC2CCCCC2)ccc1O` gave m5-HT2A agonist 5, Cardio protect -7, NR2E3 ag-1 -22, Peg3 promoter 2, Shn3 inh set2 2, CaV13 ICDI inh -2, MITF TRPM1 inh 5, iPSC survival up -0.3, NR2E3 ag-2 6, HIF-2a inh 5 and PDI turbidity -1.
For CN(Cc1ccccc1)C(=O)c1cccc(NC(=O)Cc2ccc(NC(=O)C3CCN(C(=O)C4CCC4)CC3)cc2)c1 the results were m5-HT2A agonist 0, Cardio protect -2, NR2E3 ag-1 9, Peg3 promoter 2, Shn3 inh set2 4, CaV13 ICDI inh -10, MITF TRPM1 inh 0, iPSC survival up -0.7, HIF-2a inh -2 and PDI turbidity 2.
COc1ccc(CC(=O)Nc2ccc(-c3noc(-c4ccccc4OC)n3)cc2)cc1 was read as m5-HT2A agonist 18*, Cardio protect -6, NR2E3 ag-1 -80, Peg3 promoter -25, Shn3 inh set2 8, CaV13 ICDI inh -5, MITF TRPM1 inh -2, iPSC survival up -2.6, NR2E3 ag-2 -2, HIF-2a inh -32 and PDI turbidity 4.
CCOC(=O)C1NN=C(C(=O)c2ccccc2)C1c1ccc(OC)cc1 (configuration not stated) was read as m5-HT2A agonist -5, Cardio protect 6, NR2E3 ag-1 -5, Peg3 promoter -40, Shn3 inh set2 -1, CaV13 ICDI inh -4, MITF TRPM1 inh -9, iPSC survival up -0.8, NR2E3 ag-2 5, HIF-2a inh 5 and PDI turbidity 5.
`CCOC(=O)N1CCC(NC(=O)c2ccc(N3CCC4(CC3)OCCO4)c([N+](=O)[O-])c2)CC1` gave m5-HT2A agonist 7, Cardio protect 2, NR2E3 ag-1 2, Peg3 promoter 11, Shn3 inh set2 -12, CaV13 ICDI inh -17, MITF TRPM1 inh 12, iPSC survival up -0.5, NR2E3 ag-2 6, HIF-2a inh 14 and PDI turbidity -2.
O=C(NCc1ccco1)c1ccc(-c2ccc3nccn3c2)cc1 was read as m5-HT2A agonist 4, Cardio protect 3, NR2E3 ag-1 -28, Peg3 promoter 6, Shn3 inh set2 2, CaV13 ICDI inh -5, iPSC survival up -1.0, HIF-2a inh -25 and PDI turbidity -5.
For CC(=O)Nc1ccc(S(=O)(=O)NNC(=O)c2cccc3ccccc23)cc1 the results were m5-HT2A agonist 0, Cardio protect -2, NR2E3 ag-1 -32, Peg3 promoter 7, Shn3 inh set2 12, MITF TRPM1 inh 6, iPSC survival up -2.2, NR2E3 ag-2 0, HIF-2a inh 13 and PDI turbidity -6.
COc1ccc(CCN2C(=S)N(C)C(=O)C2CC(=O)Nc2ccc(OC)cc2)cc1 (configuration not stated) was read as m5-HT2A agonist 2, Cardio protect 3, NR2E3 ag-1 -36, Peg3 promoter 5, Shn3 inh set2 8, CaV13 ICDI inh -5, MITF TRPM1 inh -18, iPSC survival up 0.1, NR2E3 ag-2 6, HIF-2a inh -13 and PDI turbidity 7.
`CC(Sc1ccsc1[N+](=O)[O-])C(=O)NCc1ccco1` (configuration not stated) gave m5-HT2A agonist -2, Cardio protect 7, NR2E3 ag-1 -8, Peg3 promoter 21, Shn3 inh set2 -8, CaV13 ICDI inh -3, MITF TRPM1 inh -19, iPSC survival up -0.3, NR2E3 ag-2 5, HIF-2a inh 19 and PDI turbidity 2.
CCOCCCNC(=O)C(c1ccccc1)N(Cc1cccs1)C(=O)c1ccccc1O (configuration not stated) was read as m5-HT2A agonist 6, Cardio protect 26, NR2E3 ag-1 -3, Peg3 promoter 26, Shn3 inh set2 -10, CaV13 ICDI inh -4, MITF TRPM1 inh -7, iPSC survival up 0.3, NR2E3 ag-2 4, HIF-2a inh 12 and PDI turbidity 1.
For COc1cnc(-c2ccccn2)nc1Oc1cccc(C(F)(F)F)c1 the results were m5-HT2A agonist -5, Cardio protect -7, NR2E3 ag-1 -2, Peg3 promoter 15, Shn3 inh set2 -12, CaV13 ICDI inh -5, MITF TRPM1 inh 16, iPSC survival up -0.1, NR2E3 ag-2 2, HIF-2a inh 16 and PDI turbidity 6.

From PubChem
